T cruzi HTS: inhibitors of intracellular Trypanosoma cruzi, primary screen, cell-based, plate reader, single point, set 2; intracellular Trypanosoma cruzi in host cells; activity score (inhibition), % at 5.01 µM; 22,000 compounds, 4.9% hits; in the data active = activity score above about 55%;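 also: parasites and compound incubated about four days before reading; 0% = median of neutral control wells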
INS-1E ATP HTS: protection of INS-1E cells from cytokine death, primary screen, ATP luminescence, single point; INS-1E cytokine-induced death, 48 h; normalised: neutral wells 0, positive control 100; protection from cytokine-induced ATP loss, % at 10 µM; 20,000 compounds, 0.1% hits; AID 488910, 2010;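 active = mean replicate protection from cytokine-induced ATP loss at least 50% and at least 75% of replicates each reaching 50%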
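Test system: INS-1E rat cells | Quantity: 8000 cells per well | Medium: Phenol-red-free RPMI with 5% fetal bovine serum | Reagent: Cytokine cocktail of IFN-γ, TNF-α and IL-1β | Doses: One compound concentration, pin transfer | Timing: 48 h co-treatment, 10 min post-lysis read | Technique: Luminescent ATP assay (CellTiter-Glo)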
Starred values were filed as active, the others as inactive.

How did C[C@H]1CN([C@@H](C)CO)C(=O)c2cccc(NS(=O)(=O)c3cn(C)cn3)c2O[C@@H]1CN(C)Cc1ccc(Oc2ccccc2)cc1 do in these assays?
T cruzi HTS: 10; INS-1E ATP HTS: -3

Results for C[C@H](CO)N1C[C@H](C)[C@@H](CN(C)Cc2ccc(C(F)(F)F)cc2)Oc2ccc(N(C)C)cc2C1=O ?
T cruzi HTS: 49; INS-1E ATP HTS: -15

Results for Cc1ccc(S(=O)(=O)N(C)C[C@@H]2Oc3c(NC(=O)Nc4ccc(C(F)(F)F)cc4)cccc3C(=O)N([C@@H](C)CO)C[C@@H]2C)cc1 ?
T cruzi HTS: -1; INS-1E ATP HTS: -26

Results for Cc1noc(C)c1S(=O)(=O)Nc1ccc2c(c1)CC(=O)N([C@H](C)CO)C[C@@H](C)[C@@H](CN(C)Cc1ccc(C(=O)Nc3ccccc3N)cc1)O2 ?
T cruzi HTS: 69*; INS-1E ATP HTS: -2

What do the screens show for `C[C@@H]1CN([C@H](C)CO)C(=O)c2cc(NS(C)(=O)=O)ccc2O[C@H]1CN(C)CC1CCCCC1`?
T cruzi HTS: -27; INS-1E ATP HTS: 0

How did COc1ccc(S(=O)(=O)N(C)C[C@H]2Oc3c(NC(=O)Nc4ccc(C(F)(F)F)cc4)cccc3C(=O)N([C@@H](C)CO)C[C@@H]2C)cc1 do in these assays?
T cruzi HTS: 70*; INS-1E ATP HTS: -39

How did C[C@@H]1CN([C@@H](C)CO)C(=O)c2cccc(NC(=O)CCCCCC(=O)Nc3ccccc3N)c2O[C@@H]1CN(C)Cc1ccccc1 do in these assays?
T cruzi HTS: 19; INS-1E ATP HTS: 24

What do the screens show for `C[C@H]1CN([C@@H](C)CO)C(=O)c2cccc(NC(=O)c3cnccn3)c2O[C@@H]1CN(C)C(=O)Nc1ccc(C(F)(F)F)cc1`?
T cruzi HTS: -11; INS-1E ATP HTS: 2

What do the screens show for `C[C@@H]1CN([C@@H](C)CO)C(=O)Cc2cc(NC(=O)CCC(F)(F)F)ccc2O[C@@H]1CN(C)CC1CCCCC1`?
T cruzi HTS: -20; INS-1E ATP HTS: -2

How did C[C@H]1CN([C@@H](C)CO)C(=O)Cc2cc(NC(=O)CCCN(C)C)ccc2O[C@H]1CN(C)CC1CCCCC1 do in these assays?
T cruzi HTS: -39; INS-1E ATP HTS: 4

What do the screens show for `C[C@@H]1CCCCO[C@@H](CN(C)C)[C@@H](C)CN([C@H](C)CO)C(=O)c2cc(NC(=O)Nc3ccccc3)ccc2O1`?
T cruzi HTS: -16; INS-1E ATP HTS: 17

Results for C[C@H]1CN([C@@H](C)CO)C(=O)Cc2cc(NC(=O)C3CC3)ccc2O[C@@H]1CN(C)C ?
T cruzi HTS: -26; INS-1E ATP HTS: 12

How did Cc1ccc(S(=O)(=O)N(C)C[C@@H]2Oc3c(NC(=O)C4CC4)cccc3C(=O)N([C@H](C)CO)C[C@H]2C)cc1 do in these assays?
T cruzi HTS: 8; INS-1E ATP HTS: 4

What do the screens show for `C[C@H](CO)N1C[C@H](C)[C@@H](CN(C)Cc2ccc(Oc3ccccc3)cc2)Oc2c(NS(=O)(=O)c3cn(C)cn3)cccc2C1=O`?
T cruzi HTS: 4; INS-1E ATP HTS: 8

What do the screens show for `O=C(NO)c1cccc(C(=O)N/N=C/c2ccc(OCCO)cc2)c1`?
T cruzi HTS: -11; INS-1E ATP HTS: 3

What do the screens show for `C[C@@H]1CN([C@@H](C)CO)C(=O)c2cc(NC(=O)CCC(F)(F)F)ccc2O[C@H]1CN(C)S(=O)(=O)c1ccc(Cl)cc1`?
T cruzi HTS: 2; INS-1E ATP HTS: -2

What do the screens show for `C[C@@H]1CN([C@@H](C)CO)C(=O)c2cc(N(C)C)ccc2O[C@@H]1CN(C)C`?
T cruzi HTS: -9; INS-1E ATP HTS: 3

What do the screens show for `C[C@@H]1CN([C@H](C)CO)C(=O)Cc2cc(NS(C)(=O)=O)ccc2O[C@H]1CN(C)S(=O)(=O)c1ccc(F)cc1`?
T cruzi HTS: -20; INS-1E ATP HTS: 8

What do the screens show for `COc1cc(/C=N/NC(=O)c2ccccc2O)cc(OC)c1OC`?
T cruzi HTS: -33; INS-1E ATP HTS: -41

Results for Cc1noc(C)c1S(=O)(=O)Nc1cccc2c1O[C@H](CN(C)Cc1ccc(Cl)c(Cl)c1)[C@H](C)CN([C@H](C)CO)C2=O ?
T cruzi HTS: -7; INS-1E ATP HTS: 7

Three entries picked at random from those above:
Results for C[C@H]1CN([C@@H](C)CO)C(=O)Cc2cc(NC(=O)C3CC3)ccc2O[C@@H]1CN(C)C ?
T cruzi HTS: -26; INS-1E ATP HTS: 12

Results for Cc1noc(C)c1S(=O)(=O)Nc1cccc2c1O[C@H](CN(C)Cc1ccc(Cl)c(Cl)c1)[C@H](C)CN([C@H](C)CO)C2=O ?
T cruzi HTS: -7; INS-1E ATP HTS: 7

What do the screens show for `C[C@@H]1CCCCO[C@@H](CN(C)C)[C@@H](C)CN([C@H](C)CO)C(=O)c2cc(NC(=O)Nc3ccccc3)ccc2O1`?
T cruzi HTS: -16; INS-1E ATP HTS: 17

The list continues.
Results for Cc1noc(C)c1NC(=O)Nc1ccc2c(c1)C(=O)N([C@H](C)CO)C[C@H](C)[C@H](CN(C)S(=O)(=O)c1cccs1)OCCCC[C@@H](C)O2 ?
T cruzi HTS: -32; INS-1E ATP HTS: 0

What do the screens show for `C[C@H]1CN([C@@H](C)CO)C(=O)Cc2cc(NC(=O)c3ccncc3)ccc2O[C@@H]1CN(C)C`?
T cruzi HTS: -19; INS-1E ATP HTS: 12

What do the screens show for `CC(C)NC(=O)N(C)C[C@@H]1Oc2ccc(N(C)C)cc2CC(=O)N([C@H](C)CO)C[C@H]1C`?
T cruzi HTS: -14; INS-1E ATP HTS: 13

How did C[C@@H]1CN([C@@H](C)CO)C(=O)c2cccc(NS(C)(=O)=O)c2O[C@@H]1CN(C)C(=O)Nc1ccc(F)cc1 do in these assays?
T cruzi HTS: -15; INS-1E ATP HTS: 13

How did C[C@H](CO)N1C[C@H](C)[C@@H](CN(C)Cc2ccccc2C(F)(F)F)OCc2cnnn2CCCC1=O do in these assays?
T cruzi HTS: 27

What do the screens show for `COc1ccc(S(=O)(=O)N(C)C[C@H]2Oc3c(NS(=O)(=O)c4ccc(F)cc4)cccc3C(=O)N([C@@H](C)CO)C[C@H]2C)cc1`?
T cruzi HTS: 23; INS-1E ATP HTS: 2

What do the screens show for `COc1ccc(S(=O)(=O)Nc2ccc3c(c2)C(=O)N([C@@H](C)CO)C[C@H](C)[C@@H](CN(C)Cc2ccncc2)O3)cc1`?
T cruzi HTS: -10

What do the screens show for `COc1ccc(S(=O)(=O)Nc2ccc3c(c2)C(=O)N([C@H](C)CO)C[C@H](C)[C@@H](CN(C)C(=O)NC2CCCCC2)OCCCC[C@@H](C)O3)cc1`?
T cruzi HTS: -9; INS-1E ATP HTS: 1

Results for C[C@@H]1CN([C@H](C)CO)C(=O)Cc2cc(NC(=O)Nc3ccc(F)cc3)ccc2O[C@H]1CN(C)S(=O)(=O)c1ccccc1 ?
T cruzi HTS: -9; INS-1E ATP HTS: 2

Results for C[C@H]1CN([C@@H](C)CO)C(=O)c2cc(NC(=O)Cc3ccccc3)ccc2O[C@@H]1CN(C)S(=O)(=O)c1ccc(F)cc1 ?
T cruzi HTS: 25; INS-1E ATP HTS: -8

What do the screens show for `COc1ccc(S(=O)(=O)N(C)C[C@@H]2Oc3ncc(C#Cc4ccc(F)cc4)cc3C(=O)N([C@H](C)CO)C[C@@H]2C)cc1`?
T cruzi HTS: 46

How did C[C@H](CO)N1C[C@H](C)[C@@H](CN(C)S(=O)(=O)c2ccc(Cl)cc2)Oc2c(NS(=O)(=O)c3cn(C)cn3)cccc2C1=O do in these assays?
T cruzi HTS: 17; INS-1E ATP HTS: 9

How did C[C@H]1CN([C@@H](C)CO)C(=O)c2cccc(NC(=O)Nc3cccc4ccccc34)c2O[C@H]1CN(C)CC1CCCCC1 do in these assays?
T cruzi HTS: 38; INS-1E ATP HTS: -17

What do the screens show for `C[C@@H]1CN([C@@H](C)CO)C(=O)c2cccc(NS(=O)(=O)c3cn(C)cn3)c2O[C@@H]1CN(C)Cc1ccc(Oc2ccccc2)cc1`?
T cruzi HTS: 10; INS-1E ATP HTS: -2

How did COc1ccc(S(=O)(=O)Nc2ccc3c(c2)C(=O)N([C@H](C)CO)C[C@@H](C)[C@H](CN(C)C)O3)cc1 do in these assays?
T cruzi HTS: 0

What do the screens show for `Cc1noc(C)c1S(=O)(=O)Nc1cccc2c1O[C@H](CN(C)Cc1ccc(-c3ccccc3)cc1)[C@H](C)CN([C@@H](C)CO)C2=O`?
T cruzi HTS: 15; INS-1E ATP HTS: -24

What do the screens show for `COc1ccc(S(=O)(=O)Nc2ccc3c(c2)CC(=O)N([C@@H](C)CO)C[C@@H](C)[C@@H](CN(C)Cc2ccc(C(=O)O)cc2)O3)cc1`?
T cruzi HTS: -12; INS-1E ATP HTS: 2

Results for C[C@H]1CN([C@@H](C)CO)C(=O)Cc2cc(NS(=O)(=O)c3ccc(F)cc3)ccc2O[C@H]1CN(C)Cc1ccc(C(=O)Nc2ccccc2N)cc1 ?
T cruzi HTS: 71*; INS-1E ATP HTS: 33

How did Cc1noc(C)c1NC(=O)Nc1ccc2c(c1)CC(=O)N([C@H](C)CO)C[C@@H](C)[C@@H](CN(C)CC1CCCCC1)O2 do in these assays?
T cruzi HTS: -32; INS-1E ATP HTS: 2

What do the screens show for `CC(C)NC(=O)Nc1ccc2c(c1)CC(=O)N([C@H](C)CO)C[C@@H](C)[C@H](CN(C)Cc1ccc(C(F)(F)F)cc1)O2`?
T cruzi HTS: 26; INS-1E ATP HTS: -3

How did C[C@@H]1CN([C@H](C)CO)C(=O)c2cccc(NS(C)(=O)=O)c2O[C@@H]1CN(C)S(=O)(=O)c1cn(C)cn1 do in these assays?
T cruzi HTS: -4; INS-1E ATP HTS: -1

How did CC(C)COC(=O)N(C)C[C@@H]1OCc2cnnn2CCCC(=O)N([C@@H](C)CO)C[C@H]1C do in these assays?
T cruzi HTS: -8

What do the screens show for `C[C@H]1CN([C@@H](C)CO)C(=O)Cc2cc(NC(=O)Nc3ccc(F)cc3)ccc2O[C@@H]1CN(C)S(=O)(=O)c1ccc(F)cc1`?
T cruzi HTS: 8; INS-1E ATP HTS: 10

What do the screens show for `C[C@@H]1CN([C@H](C)CO)C(=O)Cc2cc(NS(=O)(=O)c3ccc(Cl)cc3)ccc2O[C@H]1CN(C)Cc1ccc(C(F)(F)F)cc1`?
T cruzi HTS: 64*; INS-1E ATP HTS: -12

How did Cc1noc(C)c1S(=O)(=O)Nc1ccc2c(c1)C(=O)N([C@H](C)CO)C[C@@H](C)[C@H](CN(C)C(=O)NC(C)C)O2 do in these assays?
T cruzi HTS: -15

What do the screens show for `COc1ccc(NC(=O)Nc2ccc3c(c2)CC(=O)N([C@@H](C)CO)C[C@@H](C)[C@@H](CN(C)C(=O)Nc2ccc(F)cc2)O3)cc1`?
T cruzi HTS: -6; INS-1E ATP HTS: -1

How did COc1ccc(NC(=O)N(C)C[C@@H]2OCCCC[C@@H](C)Oc3ccc(NS(=O)(=O)c4ccc(F)cc4)cc3C(=O)N([C@H](C)CO)C[C@@H]2C)cc1 do in these assays?
T cruzi HTS: -5; INS-1E ATP HTS: 8

Results for C[C@@H]1CN([C@@H](C)CO)C(=O)Cc2cc(NC(=O)Cc3cn(C)c4ccccc34)ccc2O[C@@H]1CN(C)C ?
T cruzi HTS: -4; INS-1E ATP HTS: -1

How did C[C@H]1CN([C@@H](C)CO)C(=O)Cc2cc(NC(=O)NC3CCCCC3)ccc2O[C@H]1CN(C)C(=O)Nc1cccc2ccccc12 do in these assays?
T cruzi HTS: 5; INS-1E ATP HTS: -3

Results for C[C@@H]1CN([C@H](C)CO)C(=O)Cc2cc(NS(C)(=O)=O)ccc2O[C@H]1CN(C)C(=O)Nc1ccccc1 ?
T cruzi HTS: -4; INS-1E ATP HTS: 2

What do the screens show for `C[C@H]1CN([C@@H](C)CO)C(=O)Cc2cc(NS(=O)(=O)c3ccc(Cl)cc3)ccc2O[C@H]1CN(C)S(=O)(=O)c1cn(C)cn1`?
T cruzi HTS: -17; INS-1E ATP HTS: 6

What do the screens show for `C[C@@H]1CN([C@H](C)CO)C(=O)Cc2cc(NC(=O)CCCN(C)C)ccc2O[C@@H]1CN(C)S(=O)(=O)c1ccc(F)cc1`?
T cruzi HTS: 3; INS-1E ATP HTS: 5

What do the screens show for `C[C@@H]1CN([C@@H](C)CO)C(=O)Cc2cc(NC(=O)Cc3ccccc3)ccc2O[C@@H]1CN(C)C(=O)Nc1ccc(F)cc1`?
T cruzi HTS: 0; INS-1E ATP HTS: 1

How did C[C@@H]1CN([C@H](C)CO)C(=O)c2cccc(NC(=O)c3cnccn3)c2O[C@@H]1CN(C)S(=O)(=O)c1ccc(F)cc1 do in these assays?
T cruzi HTS: 13; INS-1E ATP HTS: -5

An excerpt from above in order of SMILES length, highest first:
How did C[C@H]1CN([C@@H](C)CO)C(=O)Cc2cc(NC(=O)NC3CCCCC3)ccc2O[C@H]1CN(C)C(=O)Nc1cccc2ccccc12 do in these assays?
T cruzi HTS: 5; INS-1E ATP HTS: -3

How did C[C@@H]1CN([C@H](C)CO)C(=O)c2cccc(NC(=O)c3cnccn3)c2O[C@@H]1CN(C)S(=O)(=O)c1ccc(F)cc1 do in these assays?
T cruzi HTS: 13; INS-1E ATP HTS: -5

Results for C[C@@H]1CN([C@H](C)CO)C(=O)Cc2cc(NS(C)(=O)=O)ccc2O[C@H]1CN(C)C(=O)Nc1ccccc1 ?
T cruzi HTS: -4; INS-1E ATP HTS: 2

Bioassay records as filed in PubChem.
